# ERp5 inh: inhibitors of ERp5-driven insulin aggregation, primary screen, biochemical, turbidity, absorbance 650 nm, single point; Protein disulfide-isomerase A6 (Homo sapiens), Q15084; 90 min; inhibition, % at 9.99 µM; 350,000 tested, 0.05% active; AID 651711, 2012;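 active means mean replicate inhibition above about 25%, with every replicate also reaching it, limit read from the data, passing the limit was not always enough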
# Target sequence (Q15084 whole entry, looked up): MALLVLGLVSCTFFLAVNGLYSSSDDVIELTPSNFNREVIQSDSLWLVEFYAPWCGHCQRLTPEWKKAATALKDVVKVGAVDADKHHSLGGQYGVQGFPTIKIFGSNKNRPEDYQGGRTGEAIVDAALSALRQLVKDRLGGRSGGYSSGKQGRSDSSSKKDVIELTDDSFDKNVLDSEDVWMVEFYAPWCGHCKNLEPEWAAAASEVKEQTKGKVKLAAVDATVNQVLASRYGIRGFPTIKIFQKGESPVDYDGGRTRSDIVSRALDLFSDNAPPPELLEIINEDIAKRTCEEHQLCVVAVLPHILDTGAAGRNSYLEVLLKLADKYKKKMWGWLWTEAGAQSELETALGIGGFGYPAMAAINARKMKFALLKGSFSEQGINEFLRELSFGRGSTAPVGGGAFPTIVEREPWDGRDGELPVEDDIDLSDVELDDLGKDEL
# SIRT5 block: SIRT5 desuccinylase inhibitors, primary screen, biochemical, fluorescence imaging, single point, set 5; Purified SirT5, succinyl-peptide AMC, trypsin-coupled fluorescence; inhibition, % at 15 µM; 330,000 tested, 1.1% active; AID 652115, 2013; in the data active means inhibition above about 15%
# Target sequence (Q9NXA8 whole entry, looked up): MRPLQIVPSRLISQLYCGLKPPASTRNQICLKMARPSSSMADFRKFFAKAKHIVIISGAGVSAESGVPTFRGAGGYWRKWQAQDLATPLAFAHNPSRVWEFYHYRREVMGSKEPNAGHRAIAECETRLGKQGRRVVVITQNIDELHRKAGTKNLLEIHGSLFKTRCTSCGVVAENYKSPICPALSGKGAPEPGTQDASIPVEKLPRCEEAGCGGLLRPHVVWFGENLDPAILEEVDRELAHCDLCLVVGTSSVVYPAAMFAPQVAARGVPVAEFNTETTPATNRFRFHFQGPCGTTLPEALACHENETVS
# ARNT TACC3 PPI: disruptors of ARNT/TACC3 protein interaction, primary screen, biochemical, AlphaScreen, single concentration; AlphaScreen His-ARNT PAS-B/GST-TACC3 binding, luminescence; TACC3 fragment carries E629A point mutation; Transforming acidic coiled-coil-containing protein 3 (Homo sapiens), Q9Y6A5; inhibition, % at 9.99 µM; 390,000 tested, 0.66% active;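 active means mean inhibition of replicates at least 50% and at least half of replicates each reaching 50%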;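 further: 0% = complete ARNT plus TACC3 wells and 100% = ARNT alone without TACC3; many hits fall short of the cut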
# Cneo AK release: Cryptococcus neoformans cell lysis inducers, primary screen, AK release luminescence, single concentration; AID 651654, 2012; lysis activity, % at 15 µM; C. neoformans lysis, adenylate kinase release luminescence, 4 h; normalised: neutral wells 0, clomiphene wells 100; 360,000 tested, 0.2% active;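 active means mean lysis activity across replicates of at least 80%, whatever share of replicates individually reach that level; inactive means mean lysis activity below 80%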
#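 Assay system: C. neoformans cells. Amount: yeast cell density of 5 × 10^6 cells/mL. Technique: AK luminescence. Buffer or medium: YPD. Times: static 4 h at 37 °C with compound, 1 h detection. Dosing: single-point compound dose. Read-out: lysis from increased AK signal.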
# miR-122 sensor: miR-122 Renilla sensor signal increase in Huh7, primary screen, miR-122 inhibitor project, cell-based, single point, plate reader; Huh7 miR-122 Renilla luciferase sensor, 48 h; neutral wells = 0, positive control = 100; activation (reporter increase), % at 12.5 µM; 340,000 tested, 0.3% active; AID 602342, 2012;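 active means mean replicate activation score at least 90 and every replicate individually at or above 90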;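 further: higher luciferase means less miR-122 activity so hits act as miR-122 inhibitors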
# Statin myotox sup: suppressors of statin myotoxicity in C2C12 myotubes, primary screen, cell-based, single point, plate reader; 330,000 tested, 0.78% active; C2C12 myotubes + simvastatin, ATP luminescence, 48 h; scaled: DMSO 0, geranylgeraniol control 100; AID 602340, 2012; rescue of ATP level, % at 7.49 µM;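 active means mean ATP rescue above about 67%, or every replicate alone reaching that limit, limit read from the data, passing the limit was not always enough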;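 further: myotubes were challenged with 10 µM simvastatin during compound exposure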
# esBAF inh: Bmi1 luciferase reporter increase in mESCs, primary screen, esBAF inhibitor project, mouse ES cells, Bmi1 luciferase knock-in, single point; reporter increase, % at 12.5 µM; 350,000 tested, 2% active; 24 h; 100% = twice the neutral-well signal; in the data active means activation above about 40%;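 further: 0% = median of the plate's neutral control wells and 100% = double that signal; a rise in the Bmi1 reporter signal indicates esBAF inhibition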
# Numbers without * were called inactive; x = no result given; & = joins results of further samples; [ ] = remark or other dose.
SMILES,ERp5 inh,SIRT5 block,ARNT TACC3 PPI,Cneo AK release,miR-122 sensor,Statin myotox sup,esBAF inh
Cc1nnc(NC(=O)c2ccc(Br)cc2)s1,x,x,-0.8,0.7,3.8,5.6,22.3
COC(=O)c1cn(C)c2ccc(S(=O)(=O)N3CCCCC3)cc2c1=O,x,x,10.4,-1.1,x,10.1,-10.7
O=C(CCc1ccccc1)NN1C(=O)C2C3C=CC(O3)C2C1=O (stereo not drawn),7.4,-4.3,2.7,x,x,x,x
CC1(c2ccccc2)CC(C)(C)N2C(=O)Cc3cccc1c32 (stereo not drawn),3.3,2.0,-4.3,6.0,-5.5,13.1,-5.6
COc1ccccc1NS(=O)(=O)c1cccc(NS(=O)(=O)c2cc(C(=O)O)ccc2Cl)c1,5.4,-5.9,x,0.2,-1.0,-4.8,-2.6
CCN1[C@@H]2c3ccc(-c4ccc(OC)cc4)c(=O)n3C[C@@H]2[C@@H](CO)[C@@H]1C(=O)N(C)C,x,x,x,x,-4.5[16.7 µM],-16.2,4.8
CC(C)CC#Cc1ccc([C@@H]2[C@H](CO)N3CCCCN(C(=O)Nc4ccccc4)C[C@@H]23)cc1,-7.3,1.7,16.1,5.5,-27.8[16.7 µM],x,x
C/C=C/c1cnc2c(c1)C(=O)N([C@@H](C)CO)C[C@@H](C)[C@@H](CN(C)Cc1ccccc1)O2,5.5,-0.8,-9.0,-3.7,-4.6[16.7 µM],3.0,-2.1
O=C1CCCN1CCCNS(=O)(=O)c1ccc(F)cc1F,-4.6,1.5,-3.1,-1.6,-2.5,x,x
O=C1CC2(CCOCC2)Oc2ccc3ccccc3c21,4.0,-0.1,-3.3,-0.2,-4.1,x,x
C[C@@H]1CN([C@@H](C)CO)C(=O)c2cccc(NS(=O)(=O)c3ccc(Cl)cc3)c2O[C@@H]1CN(C)Cc1ccncc1,-0.2,3.9,0.1,-0.6,-1.1[16.7 µM],9.0,-0.7
COc1cc(CC(=O)OCC(=O)NC2CCCC2)cc(OC)c1OC,12.1,-29.8,x,x,x,2.4,-0.1
CCOC(=O)c1c(C)nc(-c2ccccc2)nc1NC(=O)C(C)C,x,x,-9.8,1.2,6.0,-14.0,42.3*
C=CCNC(=O)[C@@H]1[C@H]2C(=O)O[C@H](c3ccccc3)[C@H](c3ccccc3)N2[C@H](c2ccc(O)cc2)[C@@]12C(=O)Nc1ccc(C#CCC(C(=O)OC)C(=O)OC)cc12,1.1,9.4,6.9,3.4,x,x,x
CC(OC(=O)c1ccc(Cl)c(S(N)(=O)=O)c1)C(=O)NCc1ccc2c(c1)OCO2 (stereo not drawn),-9.0,-0.5,11.9,-1.9,0.3,8.0,3.0
C[n+]1cc[nH]c1SCC(=O)c1ccc(Cl)cc1,-4.0,x,2.7,-31.4,2.1,-4.8,16.0
Cc1cc(C)cc(OCC(=O)N(Cc2ccccc2)C2CCS(=O)(=O)C2)c1 (stereo not drawn),0.4,2.6,0.4,-2.1,-9.0,x,x
C/C(=N\Nc1ccc([N+](=O)[O-])cc1[N+](=O)[O-])c1cccnc1,1.9,-1.0,-16.5,x,x,x,x
COC(=O)c1ccc(C2c3c(n[nH]c3C)C(=O)N2c2ccc(C)cc2)cc1 (stereo not drawn),-3.0,5.1,-2.4,0.7,2.7,-4.5,-4.0
CC1(C(=O)NS(=O)(=O)c2cccc(F)c2)CCN1C(=O)CCC1CCCC1 (stereo not drawn),-0.9,-2.0,x,3.0,x,3.7,5.0
Cc1cc(NC(=O)C2CCN(S(=O)(=O)c3cnc[nH]3)CC2)ccc1Br,x,x,-1.8,2.2,-1.3,-77.8,-7.2
CCOC(=O)CSc1n[nH]c(-c2ccco2)n1,-1.5,x,x,3.6,-3.4,-2.6,-5.3
CC1(C)CC(NS(=O)(=O)c2ccc(S(=O)(=O)N3CCOCC3)cc2)CCO1 (stereo not drawn),x,x,2.3,1.2,3.5,26.9,-9.8
COc1cccc(CNc2nc(NC(C)C)nc3ccsc23)c1OC,-4.2,-3.8,x,-2.7,-4.3,-12.9,-12.6
CC(C)NC(=O)N1C[C@@H]2[C@H](c3ccccc31)[C@H](CO)N2C(=O)c1cccnc1,-2.6,-2.4,-5.0,-3.7,0.0[16.7 µM],-4.0,-2.7
Cc1ccc(S(=O)(=O)Nc2ccc3c(c2)C(=O)N([C@@H](C)CO)C[C@H](C)[C@@H](CN(C)C(=O)Nc2ccc(F)cc2)OCCCC[C@H](C)O3)cc1,2.3,13.5,11.6,-3.9,12.6[16.7 µM],x,7.6
CCCCC[C@@H]1C=C(C(=O)O)[C@H](c2ccc(C#N)cc2)N1S(=O)(=O)c1ccc(C)cc1,2.5,-1.9,-2.9,5.7,-2.3,0.5,6.0
Cc1cc2[nH]c(=O)c(=O)[nH]c2cc1S(=O)(=O)N(C)C1CCCCC1,0.4,3.9,x,0.3,-5.9,4.7,-7.0
CC1CCN(C(=O)c2ccccc2NC(=O)Nc2ccccc2)CC1,12.2,4.5,-1.6,8.2,x,x,x
CCC(=O)Nc1ccc2c(c1)C(=O)N(C)C[C@H](OC)[C@@H](C)CN(C(=O)C1CC1)[C@@H](C)CO2,-1.9,-3.8,-6.9,-7.2,x,14.6,4.0
C[C@H](NC(=O)[C@H](Cc1ccccc1)n1c(=O)[nH]c2ccccc2c1=O)C(=O)N1CCC[C@H]1C(=O)O,5.7,1.3,-30.4,-0.6,0.7,-3.3,-1.9
Cc1c(Cl)cccc1NC(=S)N(CCCN1CCOCC1)Cc1ccco1,3.9,-3.4,3.6,x,x,x,x
O=C(CC1S/C(=N/N=C/c2ccco2)NC1=O)Nc1ccccc1 (stereo not drawn),-3.2,-13.0,5.6,4.1,-1.6,2.6,4.3
CC(C)(C)c1nc2ccc(Cl)cn2c1CC1CCCCC1,-10.1,-4.0,x,2.2,0.3,0.0,-3.1
Cc1ccc(C(=O)NCC(=O)OCCOc2ccccc2Cl)cc1,-0.2,-5.0,3.4,x,-4.6,x,x
CC(OC(=O)c1ccc2c(c1)OCCO2)C(=O)c1ccccc1 (stereo not drawn),-1.4,0.2,-3.1,x,x,x,x
CN1C(=O)c2cc(NC(=O)Nc3ccc(Cl)cc3)ccc2OC[C@H]2O[C@H](CC(=O)O)CC[C@@H]21,-4.1,0.4,5.3,0.9,2.1[16.7 µM],24.0,-0.3
COc1cc(=O)n(C)c2c(OCC3OC(C)(C)OC3(C)C)cccc12 (stereo not drawn),-4.6,2.1,2.5,-0.4,3.9,7.0,19.8
Cc1ccc(S(=O)(=O)N(C)C[C@@H]2Oc3c(NC(=O)Nc4ccc(F)cc4)cccc3C(=O)N([C@H](C)CO)C[C@H]2C)cc1,1.7,0.3,-9.8,3.3,-6.5[16.7 µM],3.8,-6.5
O=C(N[C@@H]1CC[C@@H](CCNS(=O)(=O)c2ccc(Cl)cc2)O[C@@H]1CO)c1cccnc1,-1.5&-5.4,-1.4&-5.8,0.8,1.6,x,4.4,3.5

# Looked up one by one from above, four records:
SMILES,ERp5 inh,SIRT5 block,ARNT TACC3 PPI,Cneo AK release,miR-122 sensor,Statin myotox sup,esBAF inh
CC(C)NC(=O)N1C[C@@H]2[C@H](c3ccccc31)[C@H](CO)N2C(=O)c1cccnc1,-2.6,-2.4,-5.0,-3.7,0.0[16.7 µM],-4.0,-2.7
CC1CCN(C(=O)c2ccccc2NC(=O)Nc2ccccc2)CC1,12.2,4.5,-1.6,8.2,x,x,x
CC(OC(=O)c1ccc2c(c1)OCCO2)C(=O)c1ccccc1 (stereo not drawn),-1.4,0.2,-3.1,x,x,x,x
CCCCC[C@@H]1C=C(C(=O)O)[C@H](c2ccc(C#N)cc2)N1S(=O)(=O)c1ccc(C)cc1,2.5,-1.9,-2.9,5.7,-2.3,0.5,6.0

# The results go on:
SMILES,ERp5 inh,SIRT5 block,ARNT TACC3 PPI,Cneo AK release,miR-122 sensor,Statin myotox sup,esBAF inh
COc1ccc(-c2nc(NC(=O)c3ccc(OCC(=O)Nc4ccc(F)cc4)c(OC)c3)sc2C)cc1,x,x,-9.0,-0.4,-1.4,-51.3,-0.1
CCCCCCOC(=O)/C=C/c1c(C)[nH]c(=O)[nH]c1=O,x,x,3.3,0.2,-6.9,33.8,3.7
O=C(CSc1nnc(-c2ccc(Cl)cc2)n1-c1ccc(Cl)cc1)N/N=C/c1ccco1,-3.5,-2.8,-7.0,x,-0.9,x,x
Cc1ccc(Sc2cc(C(=O)c3ccccc3C(=O)O)ccc2[N+](=O)[O-])cc1,-6.5,2.7,-15.5,1.5,4.3,-0.5,1.4
O=C(NCC(=O)N(c1ccccc1F)C(C(=O)NC1CCCC1)c1cccnc1)c1ccco1 (stereo not drawn),3.0,-0.2,-5.1,1.5,-0.4,3.2,4.3
Cc1ccc(NC(=O)CCNC(=O)Nc2ccccc2)cc1S(=O)(=O)N(C)C,x,10.7,-4.2,1.2,12.2,-1.8,7.2
COc1ccc(NS(=O)(=O)c2ccc(-c3coc(C)n3)cc2)c(OC)c1,1.5,0.1,2.5,0.7,4.4,-9.6,8.3
O=C(C[C@@H]1CC[C@H](NC(=O)Nc2ccc(C(F)(F)F)cc2)[C@H](CO)O1)NCc1ccccn1,2.9,3.2,-6.8,2.1,x,6.7,0.8
Cc1noc(C)c1NC(=O)Nc1ccc2c(c1)CC(=O)N([C@@H](C)CO)C[C@H](C)[C@@H](CN(C)S(=O)(=O)c1ccccc1)O2,11.0,3.5,x,-2.1,5.4[16.7 µM],48.0,-10.0
C[C@H]1CCCCO[C@@H](CN(C)C)[C@@H](C)CN([C@@H](C)CO)C(=O)c2cc(NC(=O)Cc3ccccc3)ccc2O1,-3.5,-3.7,-3.5,-3.9,-4.5[16.7 µM],-11.8,1.9
COc1ccc(N=Nc2cc(-c3ccccc3)ccc2O)cc1,-2.4,-3.7,3.1,-2.1,-6.2,7.6,14.6
Cc1ccc(OCC(=O)NCCCNC(=O)c2ccco2)cc1C,-0.6,3.0,-3.4,-3.0,x,1.0,-1.1
CCN(CC(=O)Nc1cc(Cl)ccc1C)C(=O)COc1cccc2c1OC(C)(C)C2,-3.4,0.5,-1.0,12.0,x,-7.3,-4.0
Cc1cc(C(C)(C)C)oc1C(=O)N(CC(=O)NC1CCCC1)Cc1ccc(F)cc1,x,x,1.3,-0.4,-1.1,-1.7,-7.4
Cc1cc(NC(=O)CCC(=O)N(Cc2ccco2)C(C(=O)NCC2CCCO2)c2ccncc2)no1 (stereo not drawn),3.2,1.3,-6.4,x,x,x,x
CC(CNC(=O)COC(=O)c1ccco1)c1ccccc1 (stereo not drawn),4.2,-2.0,-3.6,1.5,-2.7,0.1,5.0
COc1ccc(OC)c(S(=O)(=O)Nc2ccc(-c3ccc4nncn4n3)cc2)c1,6.6,-0.4,-3.2,x,x,x,x
O=C(CSc1ccc(-c2cccc([N+](=O)[O-])c2)nn1)NC1CCCC1,1.8,-0.7,-1.5,x,x,x,x
CN(C)CC(=O)Nc1ccc2c(c1)[C@@H]1C[C@@H](CC(=O)NCc3ccccc3)O[C@H](CO)[C@@H]1O2,-6.7,-0.6,-7.4,-2.4,-5.2[16.7 µM],-2.4,3.2

# Exported with two lines to a compound: 4 of the compounds above.
# Under each structure: ERp5 inh, SIRT5 block, ARNT TACC3 PPI, Cneo AK release, miR-122 sensor, Statin myotox sup, esBAF inh
O=C(CSc1nnc(-c2ccc(Cl)cc2)n1-c1ccc(Cl)cc1)N/N=C/c1ccco1
 : -3.5, -2.8, -7.0, x, -0.9, x, x
Cc1ccc(Sc2cc(C(=O)c3ccccc3C(=O)O)ccc2[N+](=O)[O-])cc1
 : -6.5, 2.7, -15.5, 1.5, 4.3, -0.5, 1.4
O=C(NCC(=O)N(c1ccccc1F)C(C(=O)NC1CCCC1)c1cccnc1)c1ccco1 (stereo not drawn)
 : 3.0, -0.2, -5.1, 1.5, -0.4, 3.2, 4.3
Cc1ccc(NC(=O)CCNC(=O)Nc2ccccc2)cc1S(=O)(=O)N(C)C
 : x, 10.7, -4.2, 1.2, 12.2, -1.8, 7.2
